# Bioassay records: PubChem BioAssay, several laboratories
# Mtb BioA inh = M. tuberculosis BioA enzyme inhibitors, primary screen, biochemical, plate reader, single point, HTS | 7,8-diaminopelargonic acid synthase BioA (Mycobacterium tuberculosis) | purified M. tuberculosis BioA enzyme | inhibition, % at 9.99 µM | 360,000 compounds, 0.096% hits | AID 602481, 2012; in the data active = inhibition above about 40%
# GDH-TPI inh = GDH-TPI coupling enzyme inhibitors, primary screen, artefact control for M. tuberculosis FBA inhibitor project, biochemical, absorbance, full deck. GDH-TPI coupled enzyme counterscreen, NADH absorbance. inhibition, % at 4.8 µM. 360,000 compounds, 1.2% hits; in the data active = inhibition above about 30%;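 also: 0% = DMSO wells and 100% = wells lacking the enzyme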
# PrPC surface inh = inhibitors of human cell surface prion protein PrPC, primary screen, cell-based, TR-FRET. Major prion protein (Homo sapiens), P04156. TR-FRET read-out. inhibition, % at 13.8 µM. 370,000 compounds, 0.43% hits; in the data active = inhibition above about 24%; also: 0% = median of the test wells and 100% = reference compound wells
# BoNT-F LC inh = BoNT/F light chain protease inhibitors, primary screen, biochemical, flow cytometry, MLPCN library. Botulinum neurotoxin type F light chain protease (Clostridium botulinum). Multiplex microsphere protease cleavage assay. inhibition, % at 10 µM. 360,000 compounds, 0.22% hits. AID 588497, 2011; in the data active = inhibition above about 35%, passing the limit was not always enough; also: plate controls were buffer without enzyme for full effect and enzyme alone for no effect
# MazEF act = activators of E. coli MazEF toxin-antitoxin RNase, primary screen, biochemical, fluorescence, uHTS | Endoribonuclease toxin MazF (Escherichia coli (strain K12)), P0AE70 | FAM/BHQ RNA-DNA oligo cleavage fluorescence, 5 h | activation, % at 20 µM | 350,000 compounds, 0.32% hits; in the data active = activation above about 50%
# Target sequence (P0AE70 whole entry, looked up): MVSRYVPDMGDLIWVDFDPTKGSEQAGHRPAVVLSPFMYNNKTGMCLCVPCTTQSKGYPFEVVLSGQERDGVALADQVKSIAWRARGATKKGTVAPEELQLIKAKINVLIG
# UGM FP inh = M. tuberculosis UGM enzyme inhibitors, primary screen, biochemical, fluorescence polarization, single point; 320,000 compounds, 0.06% hits; inhibition, % at 10 µM; purified UGM, fluorescence polarization probe displacement; AID 504406, 2011; UDP-galactopyranose mutase (Mycobacterium tuberculosis (strain ATCC 25618 / H37Rv)), …; in the data active = inhibition above about 10%, passing the limit was not always enough
# Rv3671c inh = Rv3671c serine protease inhibitors, primary screen, biochemical, fluorescence polarization, M. tuberculosis H37Rv; 320,000 compounds, 0.048% hits; P9WHR9; inhibition, % at 5.96 µM; AID 2606, 2010; in the data active = inhibition above about 38%;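 also: extracellular domain of Rv3671c used as enzyme; 0% = enzyme with DMSO and 100% = no enzyme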
# Target sequence (P9WHR9 whole entry, looked up, the tested form may be a part): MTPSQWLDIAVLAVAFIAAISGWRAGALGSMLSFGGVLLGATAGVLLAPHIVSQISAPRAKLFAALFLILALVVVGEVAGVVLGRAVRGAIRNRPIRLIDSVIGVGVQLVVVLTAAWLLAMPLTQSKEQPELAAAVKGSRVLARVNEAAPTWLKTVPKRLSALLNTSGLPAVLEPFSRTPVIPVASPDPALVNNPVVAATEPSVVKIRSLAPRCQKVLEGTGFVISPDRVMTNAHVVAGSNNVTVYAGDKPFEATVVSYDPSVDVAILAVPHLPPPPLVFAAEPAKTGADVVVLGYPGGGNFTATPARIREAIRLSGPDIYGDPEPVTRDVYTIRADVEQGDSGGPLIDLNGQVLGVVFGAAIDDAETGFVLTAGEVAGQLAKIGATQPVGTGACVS
# FBA Mtb inh = Mtb FBA enzyme inhibitors, primary screen, biochemical, fluorescence, strain H37Rv; Fructose-bisphosphate aldolase (Mycobacterium tuberculosis (strain ATCC 25618 / H37Rv)), …; purified M. tuberculosis FBA, fluorescence read-out; inhibition, % at 1 µM; 360,000 compounds, 2.3% hits; AID 588726, 2011; in the data active = inhibition above about 27%;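 also: 0% = vehicle and 100% = reference inhibitor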
# Target sequence (P9WQA3 whole entry, looked up): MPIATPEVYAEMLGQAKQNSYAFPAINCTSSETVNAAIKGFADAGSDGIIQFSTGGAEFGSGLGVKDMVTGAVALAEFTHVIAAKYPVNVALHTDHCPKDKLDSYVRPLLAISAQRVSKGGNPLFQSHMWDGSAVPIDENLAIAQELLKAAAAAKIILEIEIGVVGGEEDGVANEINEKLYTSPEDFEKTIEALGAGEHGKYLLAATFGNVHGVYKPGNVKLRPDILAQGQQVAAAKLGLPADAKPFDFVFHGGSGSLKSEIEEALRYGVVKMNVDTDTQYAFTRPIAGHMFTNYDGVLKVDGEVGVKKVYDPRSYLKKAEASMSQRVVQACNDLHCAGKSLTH
# FadD28 binding = inhibitors of FadD28 bisubstrate probe binding, primary screen, biochemical, fluorescence polarization, single point. Mycobacterium tuberculosis FadD28 fatty-acid-AMP ligase. inhibition, % at 12.5 µM. 360,000 compounds, 0.22% hits. AID 588549, 2011; in the data active = inhibition above about 8.5%, passing the limit was not always enough
# Active calls of the source: *; · = no result given.
SMILES	Mtb BioA inh	GDH-TPI inh	PrPC surface inh	BoNT-F LC inh	MazEF act	UGM FP inh	Rv3671c inh	FBA Mtb inh	FadD28 binding
CN(CC(=O)Nc1ccc(Cl)c(C(F)(F)F)c1)C(=O)Cn1cc([N+](=O)[O-])ccc1=O	-0.8	20.7	-6.4	-0.5	-21.9	-0.4	3.8	3.0	-2.8
CCC1(CC)C(=O)C2=C3C1[C@H](C(=O)OC)C=C(C(=O)OC)C[C@H]3[C@H]1C(=O)NC(=O)[C@H]1[C@H]2C (stereo not given in full)	-1.8	-10.0	-2.2	0.5	0.0	-1.4	-6.4	0.3	-0.5
NC(=O)C1CCN(c2nc3c(S(=O)(=O)c4ccccc4)nnn3c3ccccc23)CC1	9.8	7.4	-1.7	6.0	-0.1	0.7	0.4	-4.9	-11.4
COCCn1c(SCC(=O)Nc2ccccc2F)nc2c(c1=O)SCC2	8.7	7.3	5.6	-4.3	2.3	4.2	0.8	1.2	-2.0
CCNc1nc(NCC)nc(N/N=C/c2ccc(OC)cc2)n1	-0.1	5.2	0.8	-6.4	-1.8	2.5	7.0	-1.6	0.3
CCCCCn1c(SCc2ccncc2)nc2cc(C(=O)NCc3ccco3)ccc2c1=O	·	8.9	2.8	2.3	-15.8	-1.8	-42.5	-0.5	-3.6
c1ccc(NCc2ccncc2)cc1	-1.4	4.1	3.6	-11.0	8.0	0.5	-8.9	4.0	0.3
CC(=O)Nc1cccc(C(=O)Oc2cccc(C)c2)c1O	0.2	0.0	2.0	-10.8	3.3	2.1	2.5	8.1	-0.4
Cc1ccc(NC(=S)N2CCCC(O)C2)cc1 (stereo not given)	·	3.2	-3.8	-2.1	-0.8	-3.2	6.3	1.2	-2.7
CCCCN(CCCC)C(=S)N/N=C/c1c(C)[nH]n(-c2ccccc2)c1=O	·	16.9	4.5	14.8	-6.8	0.4	-6.5	-2.0	0.5
Cc1ccc(C(O)c2ncc(-c3cccc(C(F)(F)F)c3)[nH]2)cc1F (stereo not given)	-1.3	5.3	-1.9	-13.4	·	·	·	1.1	-1.7
CC(C)NC(=O)c1ccccc1NC(=O)C1CC(=O)N(C(C)C)C1 (stereo not given)	-1.2	11.4	-2.6	-4.7	2.6	2.5	-0.6	1.0	-2.4
O=C(CSCc1cccc(CSCC(=O)Nc2ccccc2)n1)Nc1ccccc1	·	-5.7	-0.3	0.4	6.3	-1.1	-2.2	3.4	-2.4
CC(/C=N/NC(=O)c1cnccn1)=C\c1ccco1	4.2	22.1	-4.8	-3.8	7.7	-1.5	-1.4	0.6	-0.5
CCOc1ccc(N2CC(C(=O)NCC(=O)Nc3ccc(F)c(F)c3F)CC2=O)cc1 (stereo not given)	0.6	3.2	-3.8	-2.7	0.6	2.5	-5.7	4.2	-1.8
C=CCOC(=O)C1=C[C@@H](c2ccc(Br)cc2)C[C@@H](OCc2ccc(CO)cc2)O1	-1.6	-2.7	0.1	-7.1	-7.4	-1.5	-5.5	-0.6	-3.3
CC(C)(C)NC(=O)CN1CCC(O)(c2ccccc2)CC1	-0.7	-7.3	8.3	-3.9	1.4	1.3	-5.0	-0.1	-3.1
C=CCN(CC=C)S(=O)(=O)c1ccc(NC(=S)NC(=O)/C=C/c2cccc3ccccc23)cc1	-0.7	29.1	2.0	-25.2	-5.2	-0.7	-6.6	0.3	0.0
O=C(NCC1CCCO1)c1nc2c(nnn2Cc2ccccc2Cl)c(=O)[nH]1 (stereo not given)	3.1	0.0	2.0	0.3	-4.8	3.6	-1.7	-2.0	-2.5
O=C(NNc1ccccc1)NC(Cc1ccccc1)C(=O)O (stereo not given)	-0.3	-2.3	12.6	-1.2	-1.2	·	·	-1.7	-5.2
O=C(CNC(=O)[C@@H]1Cc2ccccc2CN1)Nc1ccc2c(c1)OCO2	0.7	8.9	3.2	-14.9	8.6	2.5	2.6	1.9	1.2
COc1ccc(NC(=O)CCCC(=O)OCC(=O)c2cccc(OC)c2)cc1	·	3.0	3.0	-1.0	-7.0	-3.5	1.4	2.1	0.3
O=C(COC(=O)c1ccco1)NCc1ccc(Cl)cc1	-2.0	0.0	2.6	1.7	4.2	-0.9	3.8	0.7	0.6
O=C(Cn1nc(C(F)(F)F)cc1C1CC1)NCc1ccccc1F	1.8	0.0	1.7	-6.1	0.9	-4.6	1.5	1.4	-0.4
CC(C)=CCc1c(O)ccc2c1OC(c1ccc(O)c(O)c1)CC2=O (stereo not given)	0.9	17.6	-4.8	-11.9	86.5*	2.5	-39.4	2.2	-1.8

# Some of these compounds in order of heavy-atom count, smallest number first:
SMILES	Mtb BioA inh	GDH-TPI inh	PrPC surface inh	BoNT-F LC inh	MazEF act	UGM FP inh	Rv3671c inh	FBA Mtb inh	FadD28 binding
Cc1ccc(NC(=S)N2CCCC(O)C2)cc1 (stereo not given)	·	3.2	-3.8	-2.1	-0.8	-3.2	6.3	1.2	-2.7
O=C(COC(=O)c1ccco1)NCc1ccc(Cl)cc1	-2.0	0.0	2.6	1.7	4.2	-0.9	3.8	0.7	0.6
CC(=O)Nc1cccc(C(=O)Oc2cccc(C)c2)c1O	0.2	0.0	2.0	-10.8	3.3	2.1	2.5	8.1	-0.4
O=C(NNc1ccccc1)NC(Cc1ccccc1)C(=O)O (stereo not given)	-0.3	-2.3	12.6	-1.2	-1.2	·	·	-1.7	-5.2
CC(C)=CCc1c(O)ccc2c1OC(c1ccc(O)c(O)c1)CC2=O (stereo not given)	0.9	17.6	-4.8	-11.9	86.5*	2.5	-39.4	2.2	-1.8
CCCCN(CCCC)C(=S)N/N=C/c1c(C)[nH]n(-c2ccccc2)c1=O	·	16.9	4.5	14.8	-6.8	0.4	-6.5	-2.0	0.5
COc1ccc(NC(=O)CCCC(=O)OCC(=O)c2cccc(OC)c2)cc1	·	3.0	3.0	-1.0	-7.0	-3.5	1.4	2.1	0.3
CCOc1ccc(N2CC(C(=O)NCC(=O)Nc3ccc(F)c(F)c3F)CC2=O)cc1 (stereo not given)	0.6	3.2	-3.8	-2.7	0.6	2.5	-5.7	4.2	-1.8
C=CCN(CC=C)S(=O)(=O)c1ccc(NC(=S)NC(=O)/C=C/c2cccc3ccccc23)cc1	-0.7	29.1	2.0	-25.2	-5.2	-0.7	-6.6	0.3	0.0

# Following part.
SMILES	Mtb BioA inh	GDH-TPI inh	PrPC surface inh	BoNT-F LC inh	MazEF act	UGM FP inh	Rv3671c inh	FBA Mtb inh	FadD28 binding
O=C(NC1=NCCS1)c1cccc(Br)c1	2.3	-3.1	0.8	-14.5	6.2	-2.4	5.8	2.8	-1.0
Cc1ccc(OCc2cc(C(=O)N3CCCC3)no2)cn1	-0.7	2.4	5.3	10.5	-3.8	-1.1	-12.2	5.0	-2.3
Cc1ccc(CN(C(=O)COc2cccc(C)c2C)C2CCS(=O)(=O)C2)o1 (stereo not given)	1.5	3.7	0.5	-5.2	0.1	0.4	1.7	-0.2	0.9
O=C(NCCCc1ccccc1)c1ccc(F)cc1	0.8	2.5	·	-6.9	3.0	1.2	0.5	0.4	-1.6
CCc1n[nH]c(=S)n1/N=C/c1ccccc1OCc1ccc(Cl)cc1	·	3.9	2.2	-3.3	-4.7	-0.1	-0.6	-1.4	-4.3
O=C1CC(C(=O)N2CCN(c3ccc(F)cc3)CC2)CN1CCc1ccccc1 (stereo not given)	2.4	-5.3	0.5	-0.6	6.8	1.2	9.7	0.6	-1.8
O=C(c1ccc2c(=O)n(Cc3ccccc3)c(=S)[nH]c2c1)N1CCCC1	-1.5	0.0	8.6	6.9	10.8	1.9	-28.4	1.1	-4.1
CC1CC(C)CN(S(=O)(=O)N2CCCC(C(=O)NCCCN3CCOCC3)C2)C1 (stereo not given)	·	-0.4	4.4	-2.1	6.5	1.7	-0.1	-3.6	-1.4
CCC(C)n1ncn(-c2ccc(N3CCN(c4ccc(O)cc4)CC3)cc2)c1=O (stereo not given)	·	-1.1	24.9*	-4.9	-4.8	0.6	-1.6	-3.1	-2.5
Cc1ccc(NC(=O)CCCCCN2C(=O)[C@@H]3Cc4ccccc4CN3C2=O)c(Cl)c1	·	2.2	-4.4	-0.4	5.2	-1.7	-5.6	-2.4	-0.5
N#Cc1cccc(OCC(=O)NC(=O)NCc2ccccc2)c1	·	1.9	-1.1	-1.3	4.3	-0.4	5.5	-0.2	-3.2
S=c1[nH]nc(-c2ccc(Cl)cc2)n1-c1ccc(Cl)cc1	3.5	-3.0	1.8	1.7	3.6	1.5	-6.2	4.5	-1.8
CC(=O)NC1(c2ccccc2)CCN(c2nc(C)cc(C)n2)CC1	0.0	-3.7	-4.4	11.1	-6.3	-2.0	1.4	9.0	-2.3
Cn1ncc2c(NNC(=O)Cc3cccc4ccccc34)ncnc21	2.4	7.5	6.0	1.6	0.9	·	-0.5	1.0	-2.8
CC(C)CCn1c(CN2CCOCC2)nc2c1c(=O)n(C)c(=O)n2C	-0.3	-3.3	-3.3	8.5	6.1	3.5	-4.0	0.1	-2.9
CCc1c(C)nc2c(-c3ccccc3)c(-c3ccccc3)[nH]n2c1=O	-0.8	-4.8	12.2	-16.9	4.0	-2.0	-4.8	19.1	-0.8
COc1cc(NC(=O)CSC(=S)N2CCCC2)c(OC)cc1Cl	-3.1	3.1	-2.7	-8.7	-0.2	5.9	-5.9	9.4	0.4
Cc1ccc2cc3c(NC(=O)CC(C)C)nn(C)c3nc2c1	-0.6	3.0	-7.1	0.0	1.2	4.2	1.9	8.8	0.9
O=C(Nc1nnc(SCc2ccc(Cl)cc2)s1)C1CC(=O)N(Cc2ccccc2)C1 (stereo not given)	-1.9	9.1	-6.1	0.6	0.7	-1.1	-4.9	4.1	-2.2
NC(=O)C1CCN(C(=O)c2ccc3c(=O)n(Cc4ccco4)c(SCC(=O)c4ccccc4)nc3c2)CC1	0.9	5.0	2.7	0.2	15.4	3.8	-29.1	-1.3	-3.2
C/C(=N/NC(=O)CNc1ccc(Cl)cc1C)c1ccc(C)cc1	·	0.4	0.5	-5.4	-2.6	0.1	-4.5	6.1	-1.0
O=C(NNC(=S)Nc1ccc(OC(F)F)cc1)c1cc2c(s1)CCCC2	·	11.5	7.9	-7.6	2.9	0.5	6.2	1.9	2.8
CCOc1ccc(C(=O)NNC(=O)CN2C(=O)C3CC=CCC3C2=O)cc1OC (stereo not given)	-1.0	1.4	0.6	8.2	-3.0	2.0	14.1	0.2	-1.7
Cc1coc2cc3oc(=O)c(CC(=O)N(C)CC(=O)O)c(C)c3cc12	-1.3	11.3	6.6	10.8	6.5	4.0	5.0	22.1	1.4
COc1ccc(NC(=O)Nc2ccc3c(c2)CCC3)cc1	-6.1	3.8	3.1	5.6	2.8	-0.4	-1.2	2.4	-0.1
COc1ccc(C(=O)CN2CCCCC2)cc1	·	-1.9	-7.1	5.6	-3.8	2.2	6.8	0.6	0.0
CCOC(=O)N1CCN(CC(O)c2c[nH]c3ccc(OC)cc23)CC1 (stereo not given)	-1.7	7.0	-5.6	-3.0	-3.6	0.5	3.1	0.1	-0.5
CCn1cnc2c1c(=O)[nH]c(=O)n2Cc1ccccc1	-1.3	-8.9	·	-18.4	1.1	0.4	5.3	-1.2	·
C=C(C)CSc1nc2sc3c(c2c(=O)n1-c1ccc(C)cc1)CCN(C)C3	-3.0	11.4	2.9	16.4	3.5	·	·	10.0	-2.2
COc1ccc2[nH]c(=O)c(CNc3cccc(C)c3)cc2c1	-1.8	10.5	-4.2	4.2	-1.5	0.2	-5.4	3.0	-4.7
